Screens deposited in PubChem by several laboratories.
phage Ecoli inh = E. coli growth loss with phage present | growth absorbance | inhibition, % at 11.9 µM | 0.26% of 360,000 active; in the data active = inhibition above about 11%
OPRM1-OPRD1 inv = inverse agonists of human mu-delta opioid receptor heterodimerization; 0.21% of 340,000 active; cell-based MOR-DOR heterodimer luminescence, inverse agonism; inhibition, % at 9.3 µM; P35372+P41143; in the data active = inhibition above about 22%, passing the limit was not always enough;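 note: 0% = cells with DMSO and 100% = wells without cells with DMSO; values of inactives mirror those of a sister screen read the other way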
Pemphigus Ab inh = blocks pemphigus antibody binding to human desmoglein-3 | DSG3-coupled beads, scFv-anti-DSG3-GFP binding, flow cytometry; active compounds read low | binding (percent of control), % at 10 µM | 0.48% of 310,000 active | AID 588358;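 active = binding more than 3 SD below its plate's average and above zero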;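 note: hits lower antibody fragment binding to DSG3; some compounds called inactive have numbers as strong as hits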
AddAB inh = less growth of phage-infected E. coli with AddAB | E. coli expressing H. pylori AddAB, absorbance growth | inhibition, % at 11.9 µM | 0.29% of 330,000 active; in the data active = inhibition above about 12%;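 note: 0% = vehicle wells of infected cells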
PfHsp90 set2 = reduces growth (ATP signal) of yeast expressing P. falciparum Hsp90. 0.32% of 310,000 active. inhibition, % at 9.4 µM. S. cerevisiae expressing PfHsp90, BacTiter-Glo ATP, 48 h; yeast lacking PDR1 and PDR3 efflux regulators;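 active = every replicate shows inhibition above about 80%, whatever the replicate mean, limit read from the data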;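 note: 0% = DMSO neutral controls and 100% = 20 µM radicicol positive controls; yeast relying on Plasmodium falciparum Hsp90 in place of its own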
PKA-R1A activ = PKA-R1A complex activation; P00514+P68181; PKA-R1A dissociation, Cy5-IP20 fluorescence polarization; scaled: DMSO 0%, 113 µM cGMP 100%; activation, % at 11.4 µM; 0.083% of 340,000 active; AID 504707;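 active = percent activation above the mean of all tested compounds plus 3 SD, cut at about 19% in these data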;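 note: higher means more PKAc released from R1A so a rise in polarization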
E coli growth = reduces bacterial viability in AddAB counter-screen. E. coli V3065 growth, OD600 absorbance, 18 h. inhibition, % at 11.9 µM. 0.27% of 330,000 active. AID 449728;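 active = inhibition above the campaign's mean inhibition across all tested compounds plus 3 SD, cut at about 9.9% in these data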;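 note: uninfected addAB+ strain grown without phage in ampicillin broth; 0% = DMSO wells and 100% = ciprofloxacin 0.95 µg/ml wells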
HTR5A inv ctr = counter-screen for OPRM1-OPRD1 inverse agonists: human HTR5A inverse agonism | P47898 | HTR5A cell line, luminescence | inhibition, % at 9.3 µM | 0.083% of 340,000 active | AID 504634; in the data active = inhibition mostly above about 23%, no sharp cut-off; inactive = mostly below about 18%;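 note: 0% = cells with DMSO and 100% = no-cell wells with DMSO; some compounds called inactive have numbers as strong as hits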
Target sequence (P47898 whole entry, looked up): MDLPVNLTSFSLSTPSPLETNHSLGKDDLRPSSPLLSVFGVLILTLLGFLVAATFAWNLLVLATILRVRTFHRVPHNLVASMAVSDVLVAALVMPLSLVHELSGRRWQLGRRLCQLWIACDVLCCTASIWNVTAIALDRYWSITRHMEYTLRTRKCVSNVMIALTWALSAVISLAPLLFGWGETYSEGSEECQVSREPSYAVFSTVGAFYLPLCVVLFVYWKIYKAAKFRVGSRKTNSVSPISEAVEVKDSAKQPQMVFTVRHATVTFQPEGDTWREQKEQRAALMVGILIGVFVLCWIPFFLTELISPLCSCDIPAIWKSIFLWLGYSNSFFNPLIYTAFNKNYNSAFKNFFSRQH
SUMO Mot1 rescue = inhibitors of SUMOylation pathway: yeast Mot1-301 growth rescue | S. cerevisiae Mot1-301 growth rescue, ATP luminescence, 38.5C; percent above DMSO median, 100 means doubled | AID 2716 | growth rescue, % at 18.8 µM | 1% of 320,000 active;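 active = every valid replicate shows activation above 250% relative to neutral control wells; inactive = the rest, any valid replicate at or below 250%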;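 note: OY570 slx delta 5 strain wells were the positive control but not used for scaling; some compounds called inactive have numbers as strong as hits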
HTR5A ag = activates human HTR5A in OPRM1-OPRD1 agonist counter-screen; P47898; activation, % at 9.3 µM; HTR5A agonist assay, luminescence, cell-based; 0.61% of 340,000 active; in the data active = activation mostly above about 9.5%, no sharp cut-off; inactive = mostly below about 7.6%;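 note: 0% = cells with vehicle only and 100% = reference agonist; strong numbers were not always called active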
MOR-DOR ag = OPRM1-OPRD1 heterodimerization agonism | 0.3% of 340,000 active | AID 504326 | activation, % at 9.3 µM | cells, luminescence | P35372+P41143; in the data active = activation above about 18%;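 note: 0% = vehicle-treated cells and 100% = reference agonist; values of inactives mirror those of a sister screen read the other way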
An asterisk follows results filed as active; . = no result given. Hits appear at their usual frequency; 3.2% or so of the library scored in one or more.

Values run as follows: phage Ecoli inh	OPRM1-OPRD1 inv	Pemphigus Ab inh	AddAB inh	PfHsp90 set2	PKA-R1A activ	E coli growth	HTR5A inv ctr	SUMO Mot1 rescue	HTR5A ag	MOR-DOR ag
1) CCOC(=O)CSc1nc2cc3c(cc2cc1CC)OCCO3
  6.0	-17	95	1.0	6	-5	-0.6	-16	-3	-6	2.9
2) CN(C)S(=O)(=O)c1ccc(C(=O)N2CCN(C(=O)C3CCCO3)CC2)cc1 (stereo not given)
  1.3	6	100	1.3	-11	7	-0.6	6	.	0	-1.4
3) COC(=O)C(C)(C)ONC(=O)Nc1ccc([N+](=O)[O-])cc1
  3.1	17	103	0.7	0	-4	0.7	-16	10	6	-3.3
4) CC(C)CCn1c(Sc2nc3ccccc3o2)nc2c1c(=O)[nH]c(=O)n2C
  2.3	-2	82	-0.7	-49	3	0.1	20	-7	0	0.4
5) O=C(CN1CCN(c2ccccc2)CC1)Nc1nnc(-c2ccccc2)s1
  0.5	-17	.	-1.2	-18	-1	-3.1	-2	-7	1	2.8
6) NC(=O)C1c2ccccc2Oc2ccccc21
  1.3	22	93	0.2	17	-1	-1.4	-9	4	2	-5.0
7) CCCCn1nc(C(=O)NNC(=O)c2ccncc2)c2ccccc2c1=O
  .	11	105	-0.4	-12	-1	2.1	-2	-4	-2	-2.2
8) COc1ccc(NC(=O)COC(=O)c2ccc(C)c(S(=O)(=O)N3CCCCC3)c2)cc1
  2.1	-5	108	0.6	.	0	-1.6	7	-3	-4	1.2
9) O=C(O/N=C\c1ccc(N2CCCCC2)c([N+](=O)[O-])c1)c1ccc(Cl)cc1Cl
  1.3	6	104	-0.6	-1	2	2.5	19	164	5	-1.0
10) COc1ccc(-n2c(SCc3cccnc3)nc3c(c2=O)SCC3)cc1OC
  -3.9	18	101	.	-15	-7	.	7	.	-2	-3.3

Next part
Values run as follows: phage Ecoli inh	OPRM1-OPRD1 inv	Pemphigus Ab inh	AddAB inh	PfHsp90 set2	PKA-R1A activ	E coli growth	HTR5A inv ctr	SUMO Mot1 rescue	HTR5A ag	MOR-DOR ag
11) C=CCN(CC=C)S(=O)(=O)c1ccc(NC(=S)NC(=O)c2ccco2)cc1
  2.1	20	.	3.2	9	-8	1.6	-1	0	-4	-4.7
12) CCN(CC)C(=O)COc1ccc(-c2nnc(N3CCCCC3)c3ccccc23)cc1
  2.3	12	100	-0.7	-33	6	-2.9	-23	-13	-2	-2.0
13) CSCCC(NC(=O)c1ccc(Cl)cc1)C(=O)NC(C)(C)C (stereo not given)
  0.0	14	97	2.3	0	-11	-0.9	9	.	-5	-2.6
14) COc1ccc(C(=O)N2CCC(C(=O)O)CC2)cc1
  0.4	4	105	2.5	.	3	-1.2	16	-12	2	-0.8
15) CC(C)C(OC(=O)c1cccs1)C(=O)NCc1ccco1 (stereo not given)
  3.3	2	107	3.6	.	1	-0.9	9	-4	0	-0.3
16) O=C(Cc1cn(Cc2cccc(Cl)c2)c2ccccc12)N1CCCCCC1
  3.4	-30	86	-0.9	-10	-5	0.4	-2	-2	1	5.8
17) CCCSc1nc2c(c(=O)n1CC)SC(C)C2 (stereo not given)
  2.9	-12	99	-3.7	2	0	1.2	13	199	-4	2.0
18) CCOC(=O)CNC(=O)CCCCCC(=O)NCC(=O)OCC
  2.0	5	.	1.0	4	7	-2.8	-2	-7	1	-1.3
19) CN(C(=O)c1cc2ccccc2cc1O)C1CCCCC1
  1.8	7	113	-0.4	-11	-5	0.1	7	-12	-3	-1.7
20) CC(=O)c1c(C)n(-c2ccc(Br)cc2)c2ccc(O)cc12
  3.2	10	112	1.7	-2	3	0.9	-2	51	0	-2.0

2 of the compounds above, with bars between the fields:
cpd | molecule | phage Ecoli inh | OPRM1-OPRD1 inv | Pemphigus Ab inh | AddAB inh | PfHsp90 set2 | PKA-R1A activ | E coli growth | HTR5A inv ctr | SUMO Mot1 rescue | HTR5A ag | MOR-DOR ag
15 | CC(C)C(OC(=O)c1cccs1)C(=O)NCc1ccco1 (stereo not given) | 3.3 | 2 | 107 | 3.6 | . | 1 | -0.9 | 9 | -4 | 0 | -0.3
18 | CCOC(=O)CNC(=O)CCCCCC(=O)NCC(=O)OCC | 2.0 | 5 | . | 1.0 | 4 | 7 | -2.8 | -2 | -7 | 1 | -1.3

Further entries
Values run as follows: phage Ecoli inh	OPRM1-OPRD1 inv	Pemphigus Ab inh	AddAB inh	PfHsp90 set2	PKA-R1A activ	E coli growth	HTR5A inv ctr	SUMO Mot1 rescue	HTR5A ag	MOR-DOR ag
21) Cc1ccc(C(=O)COC(=O)c2ccncc2)cc1[N+](=O)[O-]
  4.2	49*	128	1.0	0	4	1.0	20	8	-3	-8.8
22) O=C1CS/C(=N/N=C/c2ccccc2)N1c1ccc(O)cc1
  1.3	-3	112	1.0	1	-2	-1.6	-31	3	11	0.5
23) O=C(NCc1ccco1)NC1CCCCC1
  2.2	2	120	0.0	4	7	-3.1	20	-28	0	-0.5
24) CCOC(=O)CSc1ncc(-c2ccccc2)cn1
  0.5	9	103	2.0	33	-1	1.4	2	-5	-1	-1.8
25) CC1C2CC(CC1(C)C)N(C(=O)Nc1ccc3nccnc3c1)C2 (stereo not given)
  2.5	-4	108	2.1	9	0	0.2	-5	-10	2	0.8
26) COc1nc(NCc2ccc(Cl)cc2)nc(OC)n1
  1.0	9	106	2.3	-10	-3	1.1	-10	-2	-3	-1.6
27) CCN(Cc1nc2ccccc2c(=O)[nH]1)C(=O)C1CC(=O)N(c2cccc3ccccc23)C1 (stereo not given)
  1.4	6	92	1.3	3	9	-1.9	-9	-5	4	-1.6
28) O=c1cc(CSc2ccccc2)nc(-c2ccncc2)[nH]1
  4.7	-10	93	6.8	16	4	0.9	-8	381	3	1.7
29) N#CC1=C(N)SC(N)=C(C#N)C1Cc1ccccc1
  2.8	4	145	3.0	-40	3	-0.9	-22	-15	9	-0.7
30) O=C(O)C1CCCCN1C(=O)c1cc2c(s1)CCCCC2 (stereo not given)
  -2.2	0	98	0.4	.	2	0.7	13	-2	-5	0.1

A different layout for some results above:
no.	canonical_smiles	phage Ecoli inh	OPRM1-OPRD1 inv	Pemphigus Ab inh	AddAB inh	PfHsp90 set2	PKA-R1A activ	E coli growth	HTR5A inv ctr	SUMO Mot1 rescue	HTR5A ag	MOR-DOR ag
19	CN(C(=O)c1cc2ccccc2cc1O)C1CCCCC1	1.8	7	113	-0.4	-11	-5	0.1	7	-12	-3	-1.7
20	CC(=O)c1c(C)n(-c2ccc(Br)cc2)c2ccc(O)cc12	3.2	10	112	1.7	-2	3	0.9	-2	51	0	-2.0
21	Cc1ccc(C(=O)COC(=O)c2ccncc2)cc1[N+](=O)[O-]	4.2	49*	128	1.0	0	4	1.0	20	8	-3	-8.8
22	O=C1CS/C(=N/N=C/c2ccccc2)N1c1ccc(O)cc1	1.3	-3	112	1.0	1	-2	-1.6	-31	3	11	0.5
23	O=C(NCc1ccco1)NC1CCCCC1	2.2	2	120	0.0	4	7	-3.1	20	-28	0	-0.5
24	CCOC(=O)CSc1ncc(-c2ccccc2)cn1	0.5	9	103	2.0	33	-1	1.4	2	-5	-1	-1.8
25	CC1C2CC(CC1(C)C)N(C(=O)Nc1ccc3nccnc3c1)C2 (stereo not given)	2.5	-4	108	2.1	9	0	0.2	-5	-10	2	0.8
26	COc1nc(NCc2ccc(Cl)cc2)nc(OC)n1	1.0	9	106	2.3	-10	-3	1.1	-10	-2	-3	-1.6
27	CCN(Cc1nc2ccccc2c(=O)[nH]1)C(=O)C1CC(=O)N(c2cccc3ccccc23)C1 (stereo not given)	1.4	6	92	1.3	3	9	-1.9	-9	-5	4	-1.6
28	O=c1cc(CSc2ccccc2)nc(-c2ccncc2)[nH]1	4.7	-10	93	6.8	16	4	0.9	-8	381	3	1.7
29	N#CC1=C(N)SC(N)=C(C#N)C1Cc1ccccc1	2.8	4	145	3.0	-40	3	-0.9	-22	-15	9	-0.7

(more compounds)
Values run as follows: phage Ecoli inh	OPRM1-OPRD1 inv	Pemphigus Ab inh	AddAB inh	PfHsp90 set2	PKA-R1A activ	E coli growth	HTR5A inv ctr	SUMO Mot1 rescue	HTR5A ag	MOR-DOR ag
31) CC(=O)NS(=O)(=O)c1ccc(N2C(=O)CC(Sc3nccc(C)n3)C2=O)cc1 (stereo not given)
  3.4	3	91	-0.9	-14	4	-3.0	0	1	0	-0.7
32) CCOc1cc(N2CCOCC2)c(OCC)cc1NC(=S)NCCCOC
  2.1	-6	107	0.7	3	-10	0.1	21	1	1	1.3
33) COc1ccc(CCNS(=O)(=O)CC23CCC(CC2=O)C3(C)C)cc1OC (stereo not given)
  1.5	13	107	3.1	1	-5	0.4	-29	-8	2	-2.3
34) COc1ccc(CCNC(=O)COC(=O)Cc2ccccc2[N+](=O)[O-])cc1
  3.4	9	96	0.7	11	7	-1.0	9	-9	-4	-2.1
35) CCc1nc(SCc2cc(=O)[nH]c3ccccc23)c2c(C)c(C)sc2n1
  0.0	-5	102	.	-28	9	.	8	.	-3	0.9
36) O=C(C=Cc1ccco1)N1CCOCC1
  0.6	7	96	.	.	-7	.	3	.	-1	-1.4
37) COc1ccc(C(=O)Nc2ccccc2C(=O)NC(Cc2ccc(O)cc2)C(=O)NNC(=O)c2ccccc2)cc1 (stereo not given)
  3.5	7	106	-0.2	12	-12	0.1	17	989	6	-1.4
38) CC(C)[C@H](NC(=O)N1CC(=O)Nc2ccccc21)C(=O)N[C@@H](Cc1ccccc1)C(=O)O
  2.3	7	.	0.8	11	-6	-2.5	-5	2	4	-1.3
39) S=c1[nH]nc(-c2cccnc2)n1/N=C/C=C/c1ccco1
  5.2	-9	91	-0.7	7	2	-0.4	1	17	0	1.8
40) CC(C)(C)OC(=O)NCc1ccc(NC(=O)c2nc[nH]c2C(=O)N[C@@H](Cc2ccccc2)C(=O)OCc2ccccc2)cc1
  2.7	-228	104	0.8	-19	-6	0.2	-105	-9	25*	41*
41) Nc1nc(NCC(=O)O)nc(N2CCCCCC2)c1[N+](=O)[O-]
  2.2	1	105	-2.0	11	-13	1.2	13	-8	-3	-0.2
42) CCCC(O)(CCN1CCOCC1)c1ccc(Br)cc1 (stereo not given)
  2.3	20	97	2.8	7	5	-1.4	-7	303	2	-4.5
43) Cc1ccc(NS(=O)(=O)c2ccc(Cl)c(C(=O)O)c2)cc1S(=O)(=O)N1CCOCC1
  2.8	8	97	-0.3	-3	1	1.0	-16	3	-1	-1.6
